Bioassay records from PubChem BioAssay.
Menin-MLL TR inh = displaces Texas Red mutant MLL peptide from human menin. O00255. Menin + Texas Red MLL mutant peptide, fluorescence polarization. Potency, µM (top dose mostly 61.6 µM), for the others: at the top dose FP activity change, negative = inhibition, actives largely listed as inhibitors. actives 0.23% (n = 270,000). AID 1768; active = well fitted inhibition curve with a large enough effect in the polarisation, with a control signal flat, not every such curve was filed as active; inconclusive = small, poorly fitted or top-dose-only effect, or effect the other way, or a change in a side signal; inactive = no such curve, though single readings can be large or run the other way; the % refers to the polarisation; also: potency is read from the fitted curve at half-maximal effect; % of control where 0% means no effect; many of its hits are not listed in these tables
USP2a inh = USP2a (human) protease inhibition; actives 0.01% (n = 330,000); USP2 core, Ub-CHOP2 coupled fluorogenic reporter, 485/531; AID 463254; O75604; Potency, µM (titrated, usually from 38.3 µM), for the others: at the top dose activity change, negative = inhibition, usual class: inhibitors;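 also: potency is read from the fitted curve at half-maximal effect; plate controls were DMSO wells for no effect and full inhibition by NEM control for full effect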
Target sequence (O75604 whole entry, looked up): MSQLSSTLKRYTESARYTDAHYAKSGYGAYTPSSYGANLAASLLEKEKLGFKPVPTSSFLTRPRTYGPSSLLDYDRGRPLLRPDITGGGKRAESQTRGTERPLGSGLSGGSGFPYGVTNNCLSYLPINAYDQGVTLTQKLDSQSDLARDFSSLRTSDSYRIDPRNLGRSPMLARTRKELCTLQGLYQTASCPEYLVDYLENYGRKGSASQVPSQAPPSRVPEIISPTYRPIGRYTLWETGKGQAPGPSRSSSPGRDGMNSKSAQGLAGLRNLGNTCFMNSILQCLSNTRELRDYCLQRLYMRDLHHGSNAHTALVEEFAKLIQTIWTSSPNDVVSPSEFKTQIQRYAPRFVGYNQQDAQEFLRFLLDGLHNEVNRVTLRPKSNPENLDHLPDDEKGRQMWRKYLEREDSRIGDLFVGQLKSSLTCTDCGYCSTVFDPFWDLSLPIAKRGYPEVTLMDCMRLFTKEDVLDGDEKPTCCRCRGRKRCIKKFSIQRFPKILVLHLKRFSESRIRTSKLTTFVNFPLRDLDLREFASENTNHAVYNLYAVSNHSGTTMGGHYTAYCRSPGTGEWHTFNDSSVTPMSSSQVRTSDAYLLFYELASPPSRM
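USP2 core (10nM final) preincubated 30min RT with compound in 20mM Tris-HCl pH 8.0, 2mM CaCl2, 2mM beta-mercaptoethanol, 0.05% CHAPS; 25nM Ub-CHOP2 plus 25nM reporter substrate added, fluorescence (Ex485/Em531) read after 60min.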
S-ASM inh = human S-ASM enzyme inhibition | Potency, µM (series often up to 57.5 µM), without a hit: at the highest dose activity change, negative = inhibition, usual class: inhibitors | placental ASM, HMU-PC fluorogenic substrate, 60 min | AID 504937 | actives 0.006% (n = 340,000); also: potency is read from the fitted curve at half-maximal effect
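Human placenta-derived ASM enzyme was preincubated with compound for 10 minutes at room temperature, then given fluorogenic substrate HMU-PC0 (9 uM final) for 60 minutes at 37 °C; a pH 10 stop preceded fluorescence reading at Ex 386/Em 447 nm.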
Eya2 phos inh = inhibitors of human Eya2 phosphatase activity. O00167. recombinant Eya2, OMFP fluorescence dephosphorylation (OMFP is methylfluorescein phosphate). Potency, µM (doses to about 76.9 µM), inactives show top-dose activity, negative = inhibition, most hits filed as inhibitors. actives 0.006% (n = 330,000). AID 488837; also: potency is read from the fitted curve at half-maximal effect; % is scaled to controls: 0 for no effect and ±100 for the full control effect
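Eya2 protein (added as 0.2 uM solution) was preincubated with compound for 10 min at ambient temperature in 50 mM HEPES pH 7.5, 50 mM NaCl, 5 uM MgCl2, 0.05% BSA, 1 mM DTT. OMFP (added at 50 uM) then reacted 10 min; fluorescence read at 485/525 nm.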
Chronic BCR inh = blocks chronic active B-cell receptor signaling. ABC-DLBCL IkBa-CBG/CBR reporter, luminescence ratio, 4 h. AID 493014. Potency, µM (doses to about 46.1 µM), inactives show top-dose ratio change, negative = lower green/red ratio, hits mostly inhibitors. actives 0.05% (n = 340,000); active = well fitted inhibition curve with a large enough effect in the signal ratio, with a control signal flat, not every such curve was filed as active; inconclusive = small, poorly fitted or top-dose-only effect, or effect the other way, or a change in a side signal; the % refers to the signal ratio;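 also: potency is read from the fitted curve at half-maximal effect; plate controls were basal doxycycline-induced cells for no effect and cells given 10 µM MG132 for full effect; MG132 reads +100%, hits lower the ratio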
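TMD8 ABC-DLBCL cells carrying doxycycline-inducible green luciferase fused to IkappaBalpha plus unfused red luciferase were exposed to compounds (up to 46 uM) for 4 hrs at 37C. Activity came from the overlap-corrected green/red luminescence ratio.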
GALK inhibitor = inhibitors of human galactokinase; Purified GALK, Kinase-Glo residual ATP luminescence; Potency, µM (series often up to 57.5 µM), for the others: at the highest dose activity change, negative = inhibition, hits mostly inhibitors; actives 0.007% (n = 270,000); also: potency is read from the fitted curve at half-maximal effect; % is scaled to controls: 0 for no effect and ±100 for the full control effect
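Kinase-Glo Plus luminescence measured ATP left after a 1 h room-temperature reaction. The reaction used 5 nM GALK, 100 uM galactose and 35 uM ATP at pH 8.0 (20 mM HEPES, 5 mM MgCl2, 60 mM NaCl, 1 mM DTT, 0.01% BSA).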
MBNL1-CUG inh = blocks human MBNL1 binding to CUG repeat RNA | Q9NR56 | actives 0.036% (n = 280,000) | Potency, µM (top dose mostly 57.5 µM), for inactives: top-dose activity change, negative = inhibition, hits mostly inhibitors | AID 2675 | TR-FRET MBNL1-His/biotin-(CUG)12 binding, 665/545 ratio; active = well fitted inhibition curve with a large enough effect in the signal ratio, with a control signal flat, not every such curve was filed as active; inconclusive = small, poorly fitted or top-dose-only effect, or effect the other way, or a change in a side signal; inactive = no such curve, though single readings can be large or run the other way; the % refers to the signal ratio; also: potency is read from the fitted curve at half-maximal effect; % is scaled to controls: 0 for no effect and ±100 for the full control effect
Target sequence (Q9NR56 whole entry, looked up): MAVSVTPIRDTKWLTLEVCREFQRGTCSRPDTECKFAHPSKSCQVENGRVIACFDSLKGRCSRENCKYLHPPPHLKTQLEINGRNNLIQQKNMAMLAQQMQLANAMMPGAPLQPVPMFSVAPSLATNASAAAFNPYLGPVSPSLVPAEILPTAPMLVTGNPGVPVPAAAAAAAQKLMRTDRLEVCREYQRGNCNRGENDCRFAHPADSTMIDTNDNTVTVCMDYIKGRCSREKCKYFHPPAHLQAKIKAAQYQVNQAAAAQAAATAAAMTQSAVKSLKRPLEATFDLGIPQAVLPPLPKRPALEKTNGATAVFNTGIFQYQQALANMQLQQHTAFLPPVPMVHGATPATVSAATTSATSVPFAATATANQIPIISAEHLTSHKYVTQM
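Inhibition of protein-RNA binding appears as loss of TR-FRET between terbium anti-His antibody on MBNL1-His and streptavidin-XL665 on biotin-(CUG)12. Activity is normalized to buffer-only and uninhibited-complex controls.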
hERG WT inh = blocks the wildtype human KCNH2 potassium channel | Q12809 | U2OS, BacMam KCNH2, thallium flux FluxOr; stronger effect = lower value | activity change, % at 1.84 µM | actives 0.37% (n = 340,000) | AID 720551;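 active = maximum activity change below -70%; inconclusive = maximum activity change between -70% and -50%; inactive = maximum activity change above -50%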; also: % is scaled to controls: 0 for no effect and ±100 for the full control effect
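U2OS cells were transduced with wild-type KCNH2 virus (2.03 x 10^8 / mL) for 4 h at room temperature, then cultured overnight at 37 C. Thallium flux was read with FluxOr dye. Rate constants were normalized to DMSO controls.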
Mito fusion yeast = blocks mitochondrial division or promotes mitochondrial fusion; S. cerevisiae fusion-defective mutant growth rescue, CellTiterGlo 48 h; Potency, µM (series often up to 46.1 µM), for inactives: top-dose growth rescue (activation), usual class: activators; actives 0.23% (n = 320,000);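 also: potency is read from the fitted curve at half-maximal effect; % of control where 0% means no effect; nearly all actives have a fitted effect of over 45% in size; temperature-sensitive fusion mutants such as fzo1-1 at 37 °C on non-fermentable ethanol glycerol medium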
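Temperature-sensitive fusion-defective S. cerevisiae (e.g. fzo1-1, mgm1-5) were grown with compound in YPEG medium (3% ethanol, 3% glycerol) for 48 hours at 37C. Growth rescue was measured as viability by CellTiterGlo luminescence after 10 minutes at ambient.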
TSHR antag = antagonists of human thyroid stimulating hormone receptor. TSHR-expressing cells, TSH-stimulated cAMP HTRF, 2 h; stronger effect = lower value. activity change, negative = inhibition, % at 11.5 µM. actives 0.2% (n = 330,000). AID 504810;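 active = activity change below a set negative limit, meaning inhibition stronger than a set level, cut at about -70% in these data; inconclusive = activity change between two set negative limits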; also: % is scaled to controls: 0 for no effect and ±100 for the full control effect
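Freshly harvested TSHR cells receive pin-tooled compound, then EC80 TSH at 4nM final. After 2 hours at 37 deg C, antibody in lysis buffer and cAMP-d2 are added; 30 minutes at ambient temperature precede the HTRF read.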
PKM2 act = activators of human pyruvate kinase M2. P14618. purified PKM2, Kinase-Glo ATP luminescence, activation; response scale: 0% is enzyme alone, no compound. Potency, µM (doses to about 57.5 µM), inactives show top-dose activation, usual class: activators. actives 0.34% (n = 260,000). AID 1631; also: potency is read from the fitted curve at half-maximal effect; % is scaled to controls: 0 for no effect and ±100 for the full control effect; nearly all actives have a fitted effect of over 55% in size
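ATP formation by purified human PK-M2, quantified via coupled luciferase luminescence after 1 h at room temperature with 0.1 mM ADP and 0.5 mM PEP final.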
* marks the source's active call; other numbers are inactive results; i = inactive; ? = inconclusive; · = no result given; [ ] = remark or other dose. Unless noted, calls follow the shape of the dose curve; as a rule, active = well fitted curve in the direction sought with a large enough effect; inconclusive = small, poorly fitted or top-dose-only effect, or another doubt; inactive = no such curve, though single readings can be large; an effect the other way counts as inactive or inconclusive. Not all compounds are listed; count on the stated rates, not on these rows.

canonical_smiles	Eya2 phos inh	Menin-MLL TR inh	GALK inhibitor	Mito fusion yeast	Chronic BCR inh	MBNL1-CUG inh	PKM2 act	USP2a inh	S-ASM inh	hERG WT inh	TSHR antag
COc1cc(NS(=O)(=O)c2ccc(NC(=S)NC(=O)/C=C/c3ccc(OC)c(OC)c3)cc2)ncn1	-3%	23%	-3%	-3%	-7%	0%	9%	0%	40%[activator]	9	-8
COc1ccccc1/C=C1\SC(=O)N(CCC(=O)N2CCCCC2CCO)C1=O (stereo unspecified)	-12%	·	2%	-5%	?	?	·	1%	1%	-10	-1
CCCc1cc(C(=O)N/N=C/c2cccn2C)cs1	5%	·	-2%	-1%	-10%	?	-2%	2%	-3%	6	-11
Cc1ccc(C(=O)CN(CCC(=O)O)C(=O)c2ccncc2)cc1	7%	·	·	-5%	6%	·	·	0%	18%	-15	1
Cc1cccc(OCC(O)CN2CCc3ccccc3C2)c1 (stereo unspecified)	2%	-18%	-6%	-5%	4%	-4%	·	0%	6%	30	-19
Cc1cc(C(C)(C)C)oc1C(=O)O	8%	5%	-3%	-1%	-4%	-6%	-2%	7%	0%	·	4
Cc1ccc2c(c1)C(=O)CC1(CCC(C(C)(C)C)CC1)O2 (stereo unspecified)	-1%	·	-1%	-25%	-2%	-13%	0%	12%	1%	0	1
O=P(Cc1ccccc1O)(c1ccccc1)c1ccccc1	-2%	-8%	2%	0%	-9%	-22%	2%	2%	3%	15	-6
O=C(COC(=O)c1cccs1)NCc1ccccc1	-11%[15.4 µM]	-7%	2%	2%	2%	5%	-2%	-5%	0%	4	5
COc1ccc(Cl)cc1NC(=O)CN(C1CCCCC1)S(C)(=O)=O	10%	-11%	0%	-8%	-2%	-11%	6%	-1%	-2%	0	-3
Cc1ccc(NC(=O)CN(C)S(=O)(=O)c2cccs2)cc1C	-4%	-7%	0%	9%	0%	-1%	6%	1%	0%	4	22
O=C1CC(C(=O)O)S/C(=N\N=C\c2ccc(Br)cc2)N1 (stereo unspecified)	?	·	-3%	-2%	-4%	·	-7%	4%	3%	-2	-11

Looked up one by one from the list above:
canonical_smiles	Eya2 phos inh	Menin-MLL TR inh	GALK inhibitor	Mito fusion yeast	Chronic BCR inh	MBNL1-CUG inh	PKM2 act	USP2a inh	S-ASM inh	hERG WT inh	TSHR antag
O=P(Cc1ccccc1O)(c1ccccc1)c1ccccc1	-2%	-8%	2%	0%	-9%	-22%	2%	2%	3%	15	-6
Cc1cccc(OCC(O)CN2CCc3ccccc3C2)c1 (stereo unspecified)	2%	-18%	-6%	-5%	4%	-4%	·	0%	6%	30	-19

Next results follow:
canonical_smiles	Eya2 phos inh	Menin-MLL TR inh	GALK inhibitor	Mito fusion yeast	Chronic BCR inh	MBNL1-CUG inh	PKM2 act	USP2a inh	S-ASM inh	hERG WT inh	TSHR antag
C=C(C)CSc1nc2sc3c(c2c(=O)n1-c1ccc(OC)cc1)CCN(C)C3	13%	?	·	2%	-4%	10%	·	1%	-3%	4	-3
CSCC[C@H](NC(=O)OC(C)(C)C)C(=O)N/N=C/c1c(C)[nH]c(=O)[nH]c1=O	-1%	5%	1%	1%	?	0%	2%	1%	3%	-1	6
Cc1ccccc1Nc1nc(N)nc(COC(=O)CCC(=O)c2ccc(F)cc2)n1	25%	·	·	0%	-5%	·	·	1%	-2%	-1	-19
COc1ccc(-c2cc(=O)oc3c(C)c(OCC(=O)NCC4CCC(C(=O)O)CC4)ccc23)cc1 (stereo unspecified)	-20%	6%	·	1%	4%	36%[activator]	0%	-1%	-5%	1	-10
Cc1ccc(S(=O)(=O)N2CCN(C(=O)c3c(-c4ccccc4)noc3C)CC2)c(C)c1	6%	-24%	15%	2%	-7%	3%	-1%	-1%	-2%	-8	-16
O=C(NCCCNC(=O)c1ccccc1Cl)c1cnccn1	9%	-5%	-2%	0%	2%	2%	1%	1%	4%	-5	-2
Cc1ccc(OCCn2nc3ccccc3n2)c(C)c1	-38%	10%	0%	0%	14%	7%	2%	-1%	0%	-10	-5
CC1CC(C)CN(CCC(=O)Nc2ccc3c(c2)CCC3)C1 (stereo unspecified)	-4%	-24%	12%	-1%	?	-17%	-1%	-1%	0%	12	0
CCC1CCCCN1CCCNC(=O)c1ccc2c(=O)n(CCOC)c(=O)[nH]c2c1 (stereo unspecified)	-7%	-10%	-1%	1%	0%	4%	2%	2%	i	-8	38
CCCC(=O)Nc1nnc(/C=C/c2ccc(OC)cc2)s1	2%	-8%	2%	2%	0%	13%	·	8%	·	1	-2
COc1ccc(CCNC(=S)Nc2ccc(C)cc2C)cc1	-4%	2%	0%	1%	0%	-12%	0%	4%	-1%	6	-2
Cc1cc2c(cc(C(=O)OCC(=O)NCc3cccs3)n2C(C)C)o1	-20%	-23%	6%	5%	8.2µM*	-6%	4%	-2%	-8%	-8	1
CN(C)/C=C1\C(=O)N(c2ccc([N+](=O)[O-])cc2)N=C1c1ccccc1	12%	?	0%	-3%	-2%	?	-4%	3%	-1%	13	-9
C#CCOCCOCCOCCNc1nc(N2CCN(C(=O)C(CCC(=O)O)n3cc(C(N)CC(C)C)nn3)CC2)nc(N2CCN(C(=O)C(Cc3cc4ccccc4[nH]3)n3cc(C(N)Cc4ccc(O)cc4)nn3)CC2)n1 (stereo unspecified)	-13%	?	7%	0%	23%	-15%	2%	-1%	8%	0	-3
CC(C)N=C(NS(=O)(=O)NC(=O)c1ccccc1)c1ccccc1	4%	-4%	1%	30%	-3%	-3%	-10%	4%	1%	-2	3
Nc1nonc1-n1nnc(C(=O)N/N=C/c2ccccc2Cl)c1COc1ccc(F)cc1	?	·	·	2%	13%	2%	2%	0%	-10%	4	-18
O=C(OCC(=O)N1CCOCC1)c1c(Cl)ccc(Cl)c1Cl	15%	-9%	1%	-5%	?	0%	3%	0%	2%	-16	-5
CCNCC(=O)Nc1ccc(N2CCOCC2)cc1	9%	-16%	5%	-6%	-1%	2%	-5%	0%	-1%	-3	4
COc1cc(OC)cc(C(=O)Nc2ccccc2-c2nnn(CC(N)=O)n2)c1	8%	-17%	6%	0%	10%	-2%	-1%	0%	-1%	-8	8
O=S(=O)(NCC(c1ccc2c(c1)OCO2)N1CCOCC1)c1ccc(F)cc1 (stereo unspecified)	14%	·	·	-3%	7%	·	·	1%	0%	-7	5
Cc1cc(C)nc(NS(=O)(=O)c2ccc(NC(=O)Nc3ccccc3F)cc2)n1	7%	·	-1%	0%	-9%	·	0%	-1%	21%	-5	2
COC(=O)Cc1ccc(NC(=O)c2ccc(C)c(C)c2)cc1	12%	-8%	3%	0%	20%	-4%	-3%	0%	0%	-4	-6
CCN(C(=O)CN1C(=O)COc2ccc(S(=O)(=O)N3CCOCC3)cc21)c1ccc(OC)cc1	-19%	-6%	9%	25%	0%	?	·	-3%	-2%	1	-140*
COc1ccccc1CCNC(=O)COc1cccc2c1OC(C)(C)C2	-14%	·	·	13%	-3%	·	·	0%	-1%	-5	7
CCOC(=O)c1c(C)nsc1NC(=O)C1CCCCC1	-9%	-11%	5%	-2%	7%	-3%	0%[11.5 µM]	0%	-2%	-4	11
